Source: PubChem BioAssay
p47phox inh: blocks human p47phox regulatory protein of NADPH oxidases; p47phox/p22phox peptide binding, fluorescence polarization, 2 h; inhibition, % at 24.7 µM; hit rate 0.53% among 220,000; P14598; AID 1274;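 active means inhibition above about 30%, limit read from the data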;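 further: 0% = p47phox with labelled peptide and 100% = labelled peptide alone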
Calpain2 inh: blocks pig calpain II enzyme activity; purified calpain II, fluorogenic peptide substrate, 30 min; inhibition, % at 16 µM; hit rate 0.37% among 220,000;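 active means inhibition above about 50%, limit read from the data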
Tb hexokinase: blocks Trypanosoma brucei hexokinase 1 activity. hit rate 0.11% among 220,000. inhibition, % at 10 µM. recombinant TbHK1, G6PDH-coupled NADH A340;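 active means inhibition of 50% or more in the single-dose primary screen; inactive means inhibition below 50%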
Runt-SMMHC FRET: blocks binding of human RUNX1 Runt domain to CBFb-SMMHC. hit rate 0.74% among 220,000. Cerulean-Runt/Venus-CBFb-SMMHC FRET ratio 530/480, 1 h. inhibition, % at 20 µM. AID 1434. Q01196+Q13951;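 active means mean inhibition across duplicate retests at 20 µM reaching about 50%, limit read from the data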;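 further: 0% = DMSO wells and 100% = wells with excess untagged CBFb-SMMHC; inhibitors lower the FRET ratio by blocking Runt binding to CBFb-SMMHC; some results filed as inactive read as strong as hits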
Furin inh: inhibitors of human furin. P09958. purified furin, fluorogenic substrate cleavage. inhibition, % at 30 µM. hit rate 0.061% among 220,000. AID 463115; in the data active means inhibition above about 25%; further: inactives centre near -15
EBV gp42 block: blocks Epstein-Barr virus glycoprotein 42 binding; Fluorescence polarization binding assay, mP read-out; hit rate 0.42% among 220,000; inhibition, % (tested at 21.74 µM); in the data active means inhibition above about 50%
RBBP9 inhibitor: inhibitors of human serine hydrolase RBBP9; inhibition, % at 7.94 µM; hit rate 0.2% among 220,000; AID 1515; O75884; recombinant RBBP9, FP-Rh probe fluorescence polarization;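 active means inhibition above the campaign mean of all tested compounds plus 3 SD, cut at about 14% in these data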;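 further: plate controls were DMSO wells with RBBP9 for no effect and wells lacking RBBP9 protein for full effect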
Target sequence (O75884 whole entry, looked up): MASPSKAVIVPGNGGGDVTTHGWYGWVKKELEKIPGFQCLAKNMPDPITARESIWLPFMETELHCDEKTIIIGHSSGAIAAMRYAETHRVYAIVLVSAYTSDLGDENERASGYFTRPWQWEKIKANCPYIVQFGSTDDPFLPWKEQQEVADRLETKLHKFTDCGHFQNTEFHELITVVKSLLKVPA
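Controls: DMSO-treated enzyme wells and wells lacking RBBP9 | Material: RBBP9 protein | Technique: Fluorescence polarization | Replication: Single well per compound, no replicates | Buffer or medium: Tris-NaCl-Pluronic buffer, pH 8.0 | Timing: 30 min compound preincubation, 45 min probe labeling, 25 °C | Read-out basis: Percent inhibition from mP, scaled between DMSO and no-protein wells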
p97 inhibitor: blocks human p97 ATPase activity; P55072; hit rate 0.42% among 220,000; recombinant p97 ATPase, Kinase-Glo ATP luminescence, 3 h; inhibition, % at 8 µM; in the data active means inhibition above about 15%;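 further: 0% = DMSO vehicle and 100% = wells lacking enzyme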
Target sequence (P55072 whole entry, looked up): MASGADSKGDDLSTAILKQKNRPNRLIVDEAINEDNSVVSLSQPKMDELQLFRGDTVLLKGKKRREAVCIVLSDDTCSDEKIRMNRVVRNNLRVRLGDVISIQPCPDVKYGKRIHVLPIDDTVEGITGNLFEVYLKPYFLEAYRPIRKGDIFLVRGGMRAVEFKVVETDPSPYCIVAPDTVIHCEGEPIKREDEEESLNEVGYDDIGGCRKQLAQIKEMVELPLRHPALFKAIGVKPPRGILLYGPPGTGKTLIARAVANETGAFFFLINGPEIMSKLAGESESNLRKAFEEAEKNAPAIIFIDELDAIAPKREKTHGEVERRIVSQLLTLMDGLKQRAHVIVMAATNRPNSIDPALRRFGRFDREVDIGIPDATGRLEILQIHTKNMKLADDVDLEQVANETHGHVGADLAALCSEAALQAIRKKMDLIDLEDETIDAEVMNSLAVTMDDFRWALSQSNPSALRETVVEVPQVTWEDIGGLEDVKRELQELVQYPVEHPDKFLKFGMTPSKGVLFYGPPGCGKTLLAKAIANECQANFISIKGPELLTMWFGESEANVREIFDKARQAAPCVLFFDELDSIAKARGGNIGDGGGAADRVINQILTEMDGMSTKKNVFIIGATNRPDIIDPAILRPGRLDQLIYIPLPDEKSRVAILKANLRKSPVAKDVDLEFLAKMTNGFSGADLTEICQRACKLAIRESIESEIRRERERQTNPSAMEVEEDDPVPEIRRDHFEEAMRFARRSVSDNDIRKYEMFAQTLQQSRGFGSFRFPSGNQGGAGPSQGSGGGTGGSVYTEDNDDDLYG
Runt-CBFb FRET: Runt domain-CBFb interaction inhibition; hit rate 0.46% among 220,000; inhibition, % at 20 µM; Cerulean-Runt/Venus-CBFb FRET ratio 530/480, 1 h; AID 1496;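 active means inhibition over about 50% at 20 µM in the single-dose screen, limit read from the data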;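 further: 0% = DMSO wells and 100% = excess unlabeled CBFb competitor control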
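Assay system: Cerulean-Runt domain fusion protein, energy donor; Signal: fluorescence energy transfer, 422 nm excitation, 530/480 nm emission; Timing: 1 h compound exposure, room temperature; Control set: unlabeled CBFb; Medium: Tris buffer pH 7.5 with salts and BSA; Compound: single test concentration of 20 µM, 1% DMSO final; Probe or stimulus: Venus-CBFb 100 nM.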
Numbers without * were called inactive; [ ] = another dose, or the depositor's remark. Compounds as they come; 2.7% or so of the library scored in one or more.

Screening CCOc1ccc(-c2nn(-c3ccccc3)cc2/C=C2\SC(=S)N(Cc3ccco3)C2=O)cc1 returned p47phox inh -14, Calpain2 inh -50, Tb hexokinase -9, Runt-SMMHC FRET -111, Furin inh -1, EBV gp42 block -16, RBBP9 inhibitor -4, p97 inhibitor 3 and Runt-CBFb FRET -29.
O=C(CN1C(=O)NC2(CCCCCCC2)C1=O)NC1CCCc2ccccc21 (centres undefined) was read as p47phox inh -3, Calpain2 inh 28, Tb hexokinase 0, Runt-SMMHC FRET 2, Furin inh -20, EBV gp42 block -17, RBBP9 inhibitor 4, p97 inhibitor -5 and Runt-CBFb FRET 1.
For CC(C)(C)c1ccccc1N=Cc1ccc2ccccc2n1 the results were p47phox inh 2, Calpain2 inh 9, Tb hexokinase 2, Runt-SMMHC FRET -3, Furin inh 11[20 µM], EBV gp42 block -19, RBBP9 inhibitor -1, p97 inhibitor -4 and Runt-CBFb FRET -3.
`Cc1cc(=O)oc2cc(OC(=O)c3cncc(Br)c3)ccc12` gave p47phox inh 0, Calpain2 inh inactive, Tb hexokinase -2, Runt-SMMHC FRET 59*, Furin inh -59, EBV gp42 block 4, RBBP9 inhibitor -5, p97 inhibitor 0 and Runt-CBFb FRET 33.
For O=C1c2ccccc2NC(c2cccc(F)c2)N1Cc1ccco1 (centres undefined) the results were p47phox inh -17, Calpain2 inh inactive, Tb hexokinase -3, Runt-SMMHC FRET 5, Furin inh -37[20 µM], EBV gp42 block -1, RBBP9 inhibitor 4, p97 inhibitor 1 and Runt-CBFb FRET 3.
Screening C=CCc1cc(/C=N/n2cnnc2)cc(OCC)c1O returned p47phox inh -6, Calpain2 inh -2, Tb hexokinase -28, Runt-SMMHC FRET 4, Furin inh -11, EBV gp42 block 9, RBBP9 inhibitor 7, p97 inhibitor 4 and Runt-CBFb FRET -2.
COc1ccc2c(-c3cccnc3)cc(=O)[nH]c2c1 was read as p47phox inh -1, Calpain2 inh -30, Tb hexokinase -27, Runt-SMMHC FRET -1, Furin inh -12[20 µM], EBV gp42 block 2, RBBP9 inhibitor -5, p97 inhibitor 5 and Runt-CBFb FRET -1.
For CCOC(=O)c1cnc(N2CCOCC2)[nH]c1=O the results were p47phox inh -11, Calpain2 inh 11, Tb hexokinase 3, Runt-SMMHC FRET -2, Furin inh -1, EBV gp42 block -1, RBBP9 inhibitor -4, p97 inhibitor 3 and Runt-CBFb FRET 0.
For CCSCCOC(=O)C1=C(C)NC(=O)NC1c1cccc(OC)c1OC (centres undefined) the results were p47phox inh -4, Calpain2 inh 4, Tb hexokinase -2, Runt-SMMHC FRET -1, Furin inh -36, EBV gp42 block -17, RBBP9 inhibitor -10, p97 inhibitor 1 and Runt-CBFb FRET -2.
For COC(=O)c1ccc(NC(=O)CSc2ccccn2)cc1 the results were p47phox inh -2, Calpain2 inh -14, Tb hexokinase -7, Runt-SMMHC FRET 4, Furin inh 2[20 µM], EBV gp42 block -41, RBBP9 inhibitor -8, p97 inhibitor 6 and Runt-CBFb FRET 0.
`Cc1ccc(CN2CCN(C(=O)C3CCCO3)CC2)cc1` (centres undefined) gave p47phox inh -5, Calpain2 inh -23, Tb hexokinase 3, Runt-SMMHC FRET -20, Furin inh 4[20 µM], EBV gp42 block 0, RBBP9 inhibitor 11, p97 inhibitor 2 and Runt-CBFb FRET -1.
`CC(=O)NS(=O)(=O)c1cccnc1Nc1cccc(Cl)c1C` gave p47phox inh 4, Calpain2 inh -15, Tb hexokinase 2, Runt-SMMHC FRET 2, Furin inh -16, EBV gp42 block -5, RBBP9 inhibitor -2, p97 inhibitor 3 and Runt-CBFb FRET 0.
Screening Cc1cccc(Nc2cc(=O)[nH]c(=O)[nH]2)c1 returned p47phox inh -6, Calpain2 inh -16, Tb hexokinase 6, Runt-SMMHC FRET -7, Furin inh -30, EBV gp42 block 9, RBBP9 inhibitor 1, p97 inhibitor 8 and Runt-CBFb FRET -1.
CCS(=O)(=O)n1nc(-c2ccccc2)cc1N was read as p47phox inh -3, Calpain2 inh 4, Tb hexokinase 3, Runt-SMMHC FRET -1, Furin inh -14, EBV gp42 block 2, RBBP9 inhibitor -5, p97 inhibitor 3 and Runt-CBFb FRET -3.
For COCCNC(=O)C1CCN(S(=O)(=O)c2c(C)noc2/C=C/c2cccs2)CC1 the results were p47phox inh -3, Calpain2 inh 35, Tb hexokinase -55, Runt-SMMHC FRET 0, Furin inh -4, EBV gp42 block -5, RBBP9 inhibitor -5, p97 inhibitor -6 and Runt-CBFb FRET -6.
Screening N/C(=N\N=C\c1ccc(O)c(O)c1)c1nonc1N returned p47phox inh -3, Calpain2 inh 4, Tb hexokinase -75, Runt-SMMHC FRET 1, Furin inh -4, EBV gp42 block -5, RBBP9 inhibitor -5, p97 inhibitor 5 and Runt-CBFb FRET 2.
`CCC(=O)N/C(=N\OCc1ccc(F)cc1)c1nonc1NC(=O)CC` gave p47phox inh -21, Calpain2 inh -46, Tb hexokinase 3, Runt-SMMHC FRET -3, Furin inh -13[20 µM], EBV gp42 block -14, RBBP9 inhibitor -2, p97 inhibitor 2 and Runt-CBFb FRET 0.
`CN1/C(=C\C(=S)NC(=O)c2ccccc2Cl)C(C)(C)c2ccccc21` gave p47phox inh -123, Calpain2 inh 17, Tb hexokinase 9, Runt-SMMHC FRET -5, Furin inh -15, EBV gp42 block -3, RBBP9 inhibitor -9, p97 inhibitor 0 and Runt-CBFb FRET 23.
`COc1ccccc1CNC(=O)CSCc1cnn(-c2ccccc2)c1-n1cccc1` gave p47phox inh -7, Calpain2 inh -2, Tb hexokinase 5, Runt-SMMHC FRET 2, Furin inh -16[20 µM], EBV gp42 block -6, RBBP9 inhibitor 2, p97 inhibitor -4 and Runt-CBFb FRET -1.
`Cc1cc(C(=O)N/N=C/c2ccc[nH]2)n[nH]1` gave p47phox inh -6, Calpain2 inh 26, Tb hexokinase -45, Runt-SMMHC FRET -3, Furin inh 16, EBV gp42 block -16, RBBP9 inhibitor 0, p97 inhibitor -5 and Runt-CBFb FRET 3.
For O=C(C1CCN(S(=O)(=O)c2cnc[nH]2)CC1)N1CCN(Cc2ccc3c(c2)OCO3)CC1 the results were p47phox inh -3, Calpain2 inh 18, Tb hexokinase 1, Runt-SMMHC FRET -2, Furin inh -11, EBV gp42 block -1, RBBP9 inhibitor -11, p97 inhibitor -4 and Runt-CBFb FRET 0.
Screening CSCCC(NC(C)=O)C(=O)OCC(=O)N(c1ccccc1)c1ccccc1 (centres undefined) returned p47phox inh -5, Calpain2 inh 2, Tb hexokinase 3, Runt-SMMHC FRET 2, Furin inh -21, EBV gp42 block -2, RBBP9 inhibitor -7, p97 inhibitor 2 and Runt-CBFb FRET -2.
For C(#Cc1ccccc1)C[N+]1(CC#Cc2ccccc2)CCCC1 the results were p47phox inh -5, Calpain2 inh 7, Tb hexokinase 11, Runt-SMMHC FRET 1, Furin inh -5, EBV gp42 block -10, RBBP9 inhibitor -7, p97 inhibitor 5 and Runt-CBFb FRET 2.
Cc1ccc(-n2c(SCC(=O)NCc3ccco3)nc3c([nH]c4ccccc43)c2=O)cc1 was read as p47phox inh -4, Calpain2 inh 8, Tb hexokinase -5, Runt-SMMHC FRET -6, Furin inh -22, EBV gp42 block -10, RBBP9 inhibitor -1, p97 inhibitor 10 and Runt-CBFb FRET 0.
Screening COc1ccc(CCNC(=O)CSc2ccsc2[N+](=O)[O-])cc1OC returned p47phox inh -8, Calpain2 inh -95, Tb hexokinase -9, Runt-SMMHC FRET -4, Furin inh -26, EBV gp42 block -16, RBBP9 inhibitor -5, p97 inhibitor 5 and Runt-CBFb FRET 0.
Screening COc1ccc(N2CCN(C(C)C(=O)N3CC(C)OC(C)C3)CC2)cc1 (centres undefined) returned p47phox inh -4, Calpain2 inh 12, Tb hexokinase -8, Runt-SMMHC FRET 3, Furin inh -27, EBV gp42 block -7, RBBP9 inhibitor -9, p97 inhibitor 2 and Runt-CBFb FRET -2.
For CCCCc1ccc(-c2ccc(C)cc2O)nc1 the results were p47phox inh -23, Calpain2 inh -2, Tb hexokinase 11, Runt-SMMHC FRET 0, Furin inh -9, EBV gp42 block -14, RBBP9 inhibitor 1, p97 inhibitor 1 and Runt-CBFb FRET -2.
O=C(/C=C/c1cccc([N+](=O)[O-])c1)NC1CC2CCC1C2 (centres undefined) was read as p47phox inh -4, Calpain2 inh 13, Tb hexokinase -1, Runt-SMMHC FRET 2, Furin inh -11, EBV gp42 block -9, RBBP9 inhibitor -6, p97 inhibitor 7 and Runt-CBFb FRET -1.
Screening O=S(=O)(c1ccc2oc(=S)[nH]c2c1)N1CCCCC1 returned p47phox inh -4, Calpain2 inh 2, Tb hexokinase -5, Runt-SMMHC FRET 0, Furin inh -27, EBV gp42 block -2, RBBP9 inhibitor -9, p97 inhibitor 21* and Runt-CBFb FRET 2.
For O=C1C(=Cc2cccn2-c2ccccc2)C(=O)c2ccccc21 the results were p47phox inh 33*, Calpain2 inh -28, Tb hexokinase 19, Runt-SMMHC FRET -91, Furin inh -3, EBV gp42 block -44, RBBP9 inhibitor -6, p97 inhibitor 4 and Runt-CBFb FRET -36.
Screening CCCCNc1nc(N)ncc1[N+](=O)[O-] returned p47phox inh -1, Calpain2 inh 25, Tb hexokinase -26, Runt-SMMHC FRET -5, Furin inh -6, EBV gp42 block -16, RBBP9 inhibitor -7, p97 inhibitor 15* and Runt-CBFb FRET 1.
Screening Cc1c(NC(=O)CSc2nnnn2Cc2ccccc2)c(=O)n(-c2ccccc2)n1C returned p47phox inh 1, Calpain2 inh -7, Tb hexokinase 3, Runt-SMMHC FRET 0, Furin inh -19[20 µM], EBV gp42 block -7, RBBP9 inhibitor 5, p97 inhibitor 4 and Runt-CBFb FRET 2.
`COc1cccc(C2NC(=O)NC(C)=C2C(=O)OCCSC)c1OC` (centres undefined) gave Tb hexokinase 4, Furin inh -30, RBBP9 inhibitor -4 and p97 inhibitor 4.
COC(=O)[C@H](CC(C)C)NC(=O)Nc1ccc(F)cc1 was read as p47phox inh 7, Calpain2 inh -10, Tb hexokinase -7, Runt-SMMHC FRET 2, Furin inh -25, EBV gp42 block -19, RBBP9 inhibitor -2, p97 inhibitor 7 and Runt-CBFb FRET 0.
For CC(C)C(=O)Nc1ccc(NC(=O)c2cccnc2)cn1 the results were p47phox inh -8, Calpain2 inh -16, Tb hexokinase 8, Runt-SMMHC FRET -3, Furin inh 7[20 µM], EBV gp42 block 1, RBBP9 inhibitor 1, p97 inhibitor -4 and Runt-CBFb FRET -1.

Arranged by heavy-atom count (rising): part of the list above.
For O=C1C(=Cc2cccn2-c2ccccc2)C(=O)c2ccccc21 the results were p47phox inh 33*, Calpain2 inh -28, Tb hexokinase 19, Runt-SMMHC FRET -91, Furin inh -3, EBV gp42 block -44, RBBP9 inhibitor -6, p97 inhibitor 4 and Runt-CBFb FRET -36.
`COc1cccc(C2NC(=O)NC(C)=C2C(=O)OCCSC)c1OC` (centres undefined) gave Tb hexokinase 4, Furin inh -30, RBBP9 inhibitor -4 and p97 inhibitor 4.
Screening Cc1c(NC(=O)CSc2nnnn2Cc2ccccc2)c(=O)n(-c2ccccc2)n1C returned p47phox inh 1, Calpain2 inh -7, Tb hexokinase 3, Runt-SMMHC FRET 0, Furin inh -19[20 µM], EBV gp42 block -7, RBBP9 inhibitor 5, p97 inhibitor 4 and Runt-CBFb FRET 2.
